# Screens: PubChem BioAssay, National Center for Advancing Translational Sciences (NCATS)
# NPSR antagonist: qHTS Assay for Antagonists of the Neuropeptide S Receptor: cAMP Signal Transduction; Q6W5P4; CHO-NPSR cells, cAMP TR-FRET, antagonist mode; Potency, µM (titrated, usually from 38.3 µM), for the others: at the top dose activity change, negative = inhibition, usual class: inhibitors; 220,000 tested, 1% active; AID 1461, 2008; also: % is scaled to controls: 0 for no effect and ±100 for the full control effect; nearly all actives have a fitted effect of over 50% in size; many of its hits are not listed in these tables
# Tau fluor cs: Counterscreen qHTS for Inhibitors of Tau Fibril Formation, Fluorescence Polarization; tau K18 P301L (four-repeat tau fragment) Alexa594 fluorescence, heparin fibrillization; Potency, µM (doses to about 57.7 µM), for the others: at the highest dose activity change, negative = decrease; 280,000 tested, 0.93% active; AID 1463, 2008; also: % is scaled to controls: 0 for no effect and ±100 for the full control effect; nearly all actives have a fitted effect of over 55% in size
#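 Human K18 P301L tau (15 uM unlabeled plus 0.24 uM Alexa 594-labeled, final) in 100 mM sodium acetate pH 7 was mixed with compound and 20 uM heparin and incubated 6 hr at 37 C.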
# aGlu spleen mod: qHTS Assay for Inhibitors and Activators of Human alpha-Glucosidase From Spleen Homogenate. Lysosomal alpha-glucosidase (Homo sapiens), P10253. human spleen homogenate, 4-MU-alpha-glucoside fluorescence. Potency, µM (titrated, usually from 79.9 µM), without a hit: top-dose activity change, negative = inhibition, usual class: inhibitors. 240,000 tested, 0.006% active;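 also: 0% = enzyme with vehicle and -100% = no enzyme basal signal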
#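 AC50 values come from Hill-equation fits of concentration-response data, normalized to no-enzyme and full-activity controls. Enzyme source: 1 ug human spleen homogenate; 1 mM fluorogenic 4-MU glucoside, pH 5.0 citrate buffer, 37 C, 40 min.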
# aGal spleen mod: qHTS Assay for Inhibitors and Activators of Human alpha-Galactosidase From Spleen Homogenate; Potency, µM (titrated, usually from 80 µM), for inactives: top-dose activity change, negative = inhibition, actives largely listed as inhibitors; human spleen homogenate, 4MU-alpha-Gal fluorescence, 40 min; AID 2107, 2009; Alpha-galactosidase A (Homo sapiens), P06280; 240,000 tested, 0.008% active;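 also: 0% = enzyme with vehicle and -100% = no enzyme basal signal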
# Target sequence (P06280 32-429 limits assumed): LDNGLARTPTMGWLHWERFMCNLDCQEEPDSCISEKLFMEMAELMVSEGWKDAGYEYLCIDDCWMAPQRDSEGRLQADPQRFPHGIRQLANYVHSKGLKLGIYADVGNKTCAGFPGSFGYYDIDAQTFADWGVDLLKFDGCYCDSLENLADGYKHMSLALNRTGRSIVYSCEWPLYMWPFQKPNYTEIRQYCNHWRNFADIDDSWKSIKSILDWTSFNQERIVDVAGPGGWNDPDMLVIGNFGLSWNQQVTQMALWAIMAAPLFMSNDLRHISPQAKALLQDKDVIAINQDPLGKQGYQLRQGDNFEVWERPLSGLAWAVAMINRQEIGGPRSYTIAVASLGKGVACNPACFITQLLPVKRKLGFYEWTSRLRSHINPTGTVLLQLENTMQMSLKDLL
#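 Spleen homogenate 1 ug + cpd (titration) + 4-MU-alpha-D-galactopyranoside 1 mM; 37C 40 min; 50 mM citrate/phosphate pH 5.0, 0.01% Tween-20; stop pH 10; fluorescence 365/440; AC50 via Hill.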
# GAA glycogen: qHTS Assay for Inhibitors and Activators of Human alpha-Glucosidase Cleavage of Glycogen. AID 2100, 2009. Potency, µM (doses to about 76.4 µM), for inactives: at the highest dose activity change, negative = inhibition, hits mostly inhibitors. recombinant GAA, glycogen substrate, Amplex Red glucose oxidase fluorescence. 300,000 tested, 0.38% active;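 also: 0% = full enzyme reaction and -100% = no-enzyme basal signal; the screen sought inhibitors and activators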
#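 Recombinant enzyme (4 nM final) with compounds titrated up to 77 uM and bovine liver glycogen (30 ug) in citrate pH 5.0, 0.01% Tween-20, 37 C 40 min. Released glucose detected by Amplex Red/glucose oxidase (Ex 573/Em 610); AC50 from Hill fits.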
# ALDH1A1 inh: qHTS Assay for Inhibitors of Aldehyde Dehydrogenase 1 (ALDH1A1) | 220,000 tested, 7.3% active | Potency, µM (titrated, usually from 75.3 µM), inactives show top-dose activity, negative = inhibition, actives largely listed as inhibitors | AID 1030, 2008 | Purified ALDH1A1, NADH fluorescence, propionaldehyde substrate | Aldehyde dehydrogenase 1A1 (Homo sapiens), P00352; active = well fitted inhibition curve with a large enough effect, not every such curve was filed as active; inconclusive = small, poorly fitted or top-dose-only effect, or another doubt; inactive = no such curve, though single readings can be large or run the other way;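 also: plate controls were no enzyme wells and a reference inhibitor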
# Target sequence (P00352 whole entry, looked up): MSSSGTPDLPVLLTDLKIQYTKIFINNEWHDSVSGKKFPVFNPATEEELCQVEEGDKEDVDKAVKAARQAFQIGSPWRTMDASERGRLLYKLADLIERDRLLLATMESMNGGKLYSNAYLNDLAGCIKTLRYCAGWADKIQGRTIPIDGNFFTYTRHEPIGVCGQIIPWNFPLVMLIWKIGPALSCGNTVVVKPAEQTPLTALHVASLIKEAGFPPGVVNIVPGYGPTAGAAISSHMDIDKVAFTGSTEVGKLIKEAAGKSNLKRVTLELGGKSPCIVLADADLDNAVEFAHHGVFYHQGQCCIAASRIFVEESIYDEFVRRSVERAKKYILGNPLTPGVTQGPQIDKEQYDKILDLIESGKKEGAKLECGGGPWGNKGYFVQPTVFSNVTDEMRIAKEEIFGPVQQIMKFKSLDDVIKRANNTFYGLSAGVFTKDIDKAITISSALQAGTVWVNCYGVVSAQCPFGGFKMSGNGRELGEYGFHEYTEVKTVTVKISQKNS
# Epigenetic reg: Quantitative High-Throughput Screen for Regulators of Epigenetic Control; Potency, µM (titrated, usually from 53.9 µM), inactives show top-dose GFP activation, hits mostly activators; 280,000 tested, 0.2% active; murine LDR cells, GFP reporter derepression, 30 h; also: % of control where 0% means no effect; nearly all actives have a fitted effect of over 60% in size
#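 In this reporter-derepression format, murine cells bearing a silenced integrated CMV-GFP locus incubate with test compound (30 h, 37 C), then are washed and imaged; fluorescent objects of 20–120 um count as induced cells.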
# GAA inhib: qHTS Assay for Inhibitors of Human alpha-Glucosidase as a Potential Chaperone Treatment of Pompe Disease; purified human GAA, 4-MU-alpha-glucoside fluorescence; Lysosomal alpha-glucosidase (Homo sapiens), P10253; AID 1466, 2008; 200,000 tested, 0.005% active; Potency, µM (doses to about 76.9 µM), without a hit: at the top dose activity change, negative = inhibition, actives largely listed as inhibitors;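 also: plate controls were uninhibited enzyme wells for no effect and no-enzyme background for full effect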
#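 Fluorogenic assay: 4 nM human alpha-glucosidase with 400 uM 4-methylumbelliferyl-alpha-D-pyranoside in 50 mM citrate/phosphate, 0.005% Tween-20, pH 5.0, 20 min at room temperature. Compounds tested up to 77 uM; AC50 from Hill fits.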
# The depositor's hits bear a star; ? = inconclusive; · = no result given; & = joins results of further samples; [ ] = dose if it differs, or a comment. Unless noted, calls follow the shape of the dose curve; as a rule, active = well fitted curve in the direction sought with a large enough effect; inconclusive = small, poorly fitted or top-dose-only effect, or another doubt; inactive = no such curve, though single readings can be large; an effect the other way counts as inactive or inconclusive. Potency is read from the fitted curve at half-maximal effect. These rows are one share of the data, so the mix of outcomes need not match the whole.
SMILES,NPSR antagonist,Tau fluor cs,aGlu spleen mod,aGal spleen mod,GAA glycogen,ALDH1A1 inh,Epigenetic reg,GAA inhib
COc1ccc(/C=N\NC(=O)c2c(C)nc3ccc(Br)cn23)cc1,15%,-6%,4%,7%,-4%,?,-1.1%,0%
COC(=O)c1scc(C)c1NC(=O)Cc1ccccc1,-5%[46.1 µM],-5%,-6%,-9%,11%,2%,0.0%,-5%
Cc1ccc(NC(=O)c2ccccc2)cc1OC(=O)c1ccccc1,-29%[46.1 µM],?,-3%,-3%,-10%,-2%,1.9%,9%
NCCC(=O)N[C@@H](Cc1cnc[nH]1)C(=O)O,·,-3%,3%,-3%,·,0%,0.0%,·
Cc1[nH]c2ccc(-c3nnc(SCC(=O)c4ccccc4F)o3)cc2c1C,-19%[46.1 µM],-13%,-4%,-8%,3%,2%,-1.5%,?
O=C(NCCCn1ccnc1)Nc1cccc(Cl)c1,0%[46.1 µM],-10%,-6%,2%,11%,?,-3.3%,4%
COC(=O)c1sccc1NC(=O)CSc1cc(Cl)ccc1Cl,-29%[46.1 µM],-12%,-10%,-3%,-7%,?,1.0%,?
COc1cc(C(C[N+](=O)[O-])c2c(C)[nH]c3ccccc23)cc(OC)c1OC (configuration not stated),2%[46.1 µM],?,-14%,1%,-5%,?,6.5%,-2%
Cc1cccc(NC(=O)c2cc(N3C(=O)CCC3=O)ccc2Cl)n1,-10%[46.1 µM],0%,-6%,4%,-5%,-3%,-1.6%,0%
O=C(c1ccccc1)N1CCN(Cc2ccccc2Br)CC1,-2%[46.1 µM],-5%,-4%,6%,-3%,?,-4.5%,-14%
COc1ccc(NC(=O)C(NS(=O)(=O)c2ccc3c(c2)CCCN3C(C)=O)C(C)C)c(OC)c1 (configuration not stated),-10%[46.1 µM],-16%,-5%,-6%,2%,?,-3.1%,-4%
Cn1/c(=N/NC(=O)c2ccccc2F)sc2ccccc21,12%,-3%,-14%,-7%,-8%,0%,0.9%,-2%
CC(C(=O)NC1CCCC1)N(C(=O)c1ccc(-c2ccccc2)[nH]1)c1ccccc1F (configuration not stated),?,-7%,-9%,-4%,-16%,?,0.0%,-9%
COC(=O)[C@H](Cc1ccccc1)NC(=O)N1CCN(c2ccccc2)CC1,4%,-1%,0%,7%,-2%,·,1.1%,·
Cc1cccc(Cn2c(CN3CCN(Cc4ccccc4)CC3)nc3c2c(=O)[nH]c(=O)n3C)c1,-15%[46.1 µM],0%,-2%,4%,5%,-2%,-1.0%,-5%
CC(C)(C)c1cnnn1-c1ccc(C=O)cc1,?,11%,-4%,2%,8%,25µM*,-3.6%,-1%
CC1=C(C(=O)OC(C)C)C(c2cccnc2)C2=C(CCCC2=O)N1 (configuration not stated),-25%[46.1 µM],1%,6%,6%,3%,?,1.9%,?
CCOC(=O)N1CCN(c2ccc(C(C)=O)cc2F)CC1,5%[46.1 µM],9%,-2%,-7%,2%,-2%,-3.1%,0%
C=CCN1C(=O)/C(=C\c2ccc(Cl)cc2)N=C1SCC(=O)NC1CCCCC1,8%[46.1 µM],1%,3%,1%,-8%,7%,-0.1%,1%
CC1Cc2ccccc2N1C(=O)COC(=O)Cn1cnc2ccccc2c1=O (configuration not stated),-4%[46.1 µM],3%,-24%,7%,2%,?,0.0%,0%
CCOC(=O)N1CCN(c2nc(-c3ccco3)cc(C(F)(F)F)n2)CC1,?,-11%,-9%,-7%,3%,-4%,0.7%,-2%
Cc1cccc(-n2nnnc2SCC(=O)N(CC(C)C)c2c(N)n(CC(C)C)c(=O)[nH]c2=O)c1,-11%,-6%,4%,4%,2%,?,1.1%,9%
CCOC(=O)N1CCN(S(=O)(=O)c2cc(Cl)ccc2Cl)CC1,-1%[46.1 µM],-1%,-6%,-3%,2%,6%,0.0%,0%
CCC(=O)N1CCc2cc(OC)c(OC)cc2C1COc1ccc(OC)cc1 (configuration not stated),-1%,-2%,·,-11%,5%,12%,-1.1%,?
CN(CCC1CCOCC1)Cc1cn[nH]c1-c1ccc(-c2ccccc2)cc1,21%,-10%,-6%,-1%,-11%,10µM*,0.2%,-11%
COc1ccc(OCC(=O)N2N=C(C)CC2(O)C(F)(F)F)cc1 (configuration not stated),2%,7%,-18%,-2%,0%,0%,3.2%,-3%
Cc1ccc(CNC(=O)C2CCCN(S(=O)(=O)c3c(C)n[nH]c3C)C2)cc1 (configuration not stated),-12%[46.1 µM],-1%,-10%,-12%,5%,-1%,0.0%,-3%
Cc1cccc(C)c1NC(=O)CN(C)CC(=O)Nc1ccccc1Oc1ccccc1,-22%,-8%,·,-9%,3%,9%,-0.1%,?
CCc1cccc(CN2CCC(CNC(=O)Nc3ccc(Cl)cc3)CC2)c1,-14%,-1%,-3%,-3%,3%,4%,5.5%,5%
Cc1ccc(NC(=O)/C=C/c2cccs2)c([N+](=O)[O-])c1,-3%[46.1 µM],-10%,3%,4%,6%,1%,14%,1%
COc1ccccc1NC(=O)C1=C(C)NC2=C(C(=O)CC(c3ccc(OC)c(OC)c3)C2)C1c1coc2ccccc2c1=O (configuration not stated),-9%,-23%,-17%,-4%,12%,-9%,0.2%,?
Cc1ccc(-c2nc3sc4c(c3c(=O)n2N)CC(C)(C)OC4)cc1,-12%[46.1 µM],-8%,-1%,8%,6%,?,0.7%,-6%
CCOc1ccc2[nH]c(=O)c(C(c3nnnn3Cc3ccco3)N3CCCC(C)C3)cc2c1 (configuration not stated),-23%[46.1 µM],-28%,-1%,15%,0%,?,-1.9%,-1%
CCn1c2ccccc2c2cc(NC(=O)c3ccco3)ccc21,-12%[46.1 µM],25µM*[quencher],0%,2%,-7%,-5%,-1.1%,-2%
CCC(=O)OC1(C)C(=O)C2=COC(c3ccc(OC)cc3)=CC2=C(Br)C1=O (configuration not stated),0%,-11%&-27%,0%&-8%,5%&-1%,-5%,-2%,-0.3%&0.5%,·
COc1ccccc1NC(=O)CCn1c(=O)sc2ccccc21,-17%[46.1 µM],-2%,3%,-4%,-7%,-4%,-2.0%,-3%
Cc1cc(C)cc(N2C(=O)CC(Sc3nnnn3-c3ccccc3)C2=O)c1 (configuration not stated),?,-13%,-4%,-14%,9%,14µM*,1.9%,4%
Cc1[nH]c2ccccc2c1C(=O)CN1CCN(C/C=C/c2ccccc2)CC1,1%[46.1 µM],?,-4%,-2%,19%,?,-1.1%,-6%
Cc1ccc(C(=O)c2cccc(N)c2)cc1C,1%,-9%,-5%,0%,-14%,-3%,-0.1%,-3%
CCN(CC)S(=O)(=O)c1ccc(/C=C/C(=O)Nc2ccc(F)cc2F)cc1,-16%[46.1 µM],2%,-5%,0%,8%,20µM*,-0.9%,6%
Cc1ccc2nc(NCc3ccco3)c(C=NCc3ccco3)c(=O)n2c1,-24%[46.1 µM],-13%,20%,?,-16%,?,0.7%,14%
CC(C)=N/N=C1\NC(=O)C(C)S1 (configuration not stated),-18%,-7%,1%,-4%,?,20%,2.9%,5%
CC(=O)N(Cc1ccc(Br)cc1)c1cccc(C)c1C,-53%,-10%,-3%,-4%,3%,?,0.0%,6%
CCn1c(NC(=O)c2nn(C)cc2Br)nc2ccccc21,1%,6%,-4%,-7%,3%,3%,3.3%,-11%
CCOC(=O)c1nnc(-c2ccccc2)nc1Oc1ccccc1Cl,?,?,-3%,4%,-8%,?,?,-12%
Cc1cccc(NC(=S)N2CCn3cccc3C2c2cccnc2)c1 (configuration not stated),-29%,-11%,-6%,3%,-8%,?,-1.0%,6%
O=C(CN1CCN(c2ccc(O)cc2)CC1)Nc1cc(S(=O)(=O)N2CCCCC2)ccc1Cl,-35%,?,4%,-4%,?,24µM*,-1.4%,-1%
CN(C)c1ccc(C2C3CCCc4ccccc4C3=NN2C)cc1 (configuration not stated),38%,-28%,-2%,2%,-14%,?,1.1%,-2%
CCC(C(=O)O)N1C(=O)/C(=C/c2cccn2C)SC1=S (configuration not stated),-20%,-1%,-11%,-21%,15%,-1%,-1.5%,-13%
Cc1ccc(C(c2c(C)n(C)n(-c3ccccc3)c2=O)c2c(C)n(C)n(-c3ccccc3)c2=O)s1,-20%,-9%,-19%,4%,2%,15%,2.1%,7%
COc1ccccc1NS(=O)(=O)c1cccc(C(=O)NN)c1,-1%[46.1 µM],3%,-7%,-2%,-29%,4µM*,-1.2%,0%
CCc1ccccc1NC(=O)c1cnc2n(c1=O)CCS2,3%,-3%,-6%,-6%,7%,?,-1.0%,7%
CCN(CC)c1ccc(/C=N/Nc2nc(C)cc(C)n2)c(O)c1,-29%,2%,-1%,1%,?,2%,5.4%,0%
